PMI inhibition – MPI inhibition at elevated mannose 6-phosphate – biochemical, fluorescence intensity, high mannose 6-phosphate, primary screen (AID 1220); inhibition, % at 20 µM, or IC50 in µM where a hit was titrated; 0.66% of 190,000 active; recombinant PMI enzyme, coupled fluorescence intensity; higher % means a stronger effect
AID2073 – inhibitors of Mint1-CaV2.2 protein interaction, biochemical, HTRF (AID 2073); inhibition, % at 20 µM, or IC50 in µM where a hit was titrated; HTRF protein-protein interaction, Mint1-CaV2.2; higher % means a stronger effect; 0.19% of 290,000 active; in the data active = inhibition mostly above about 51%, no sharp cut-off; note: some results filed as inactive read as strong as hits
M1AAP inhibition – P. falciparum M1AAP inhibitors, biochemical, fluorogenic H-Leu-NHMec substrate, 1536-well (AID 1445); recombinant M1AAP, H-Leu-NHMec fluorogenic kinetic assay; higher % means a stronger effect; 0.42% of 220,000 active; inhibition, % at 30 µM, or IC50 in µM where a hit was titrated;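 active = primary inhibition above the hit cutoff, then over 50% inhibition at one or more dose response concentrations, cut at about 23% in these data, passing the limit was not always enough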;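 note: plate controls were DMSO full reaction for no effect and no enzyme background for full effect; strong numbers were not always called active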
human PMI inhibition – MPI enzyme activity inhibition – biochemical, fluorescence intensity, coupled assay, primary screen (AID 1209); purified PMI enzyme, coupled fluorescence intensity; higher % means a stronger effect; inhibition, % at 20 µM; hits with a dose series show IC50 in µM; 0.42% of 190,000 active;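 note: plate controls were DMSO vehicle for no effect and wells lacking substrate for full effect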
XIAP displacement – small molecules displacing peptide from XIAP – biochemical, IAP family, fluorescence polarization (AID 1018); XIAP BIR domain, fluorescence polarization peptide displacement; higher % means a stronger effect; 0.007% of 200,000 active; displacement, % at 20 µM, or IC50 in µM where a hit was titrated; in the data active = displacement above about 50%; note: a part of the inactive calls stands beside numbers as strong as those of hits
P. falciparum M17LAP – P. falciparum M17LAP inhibitors, primary screen, biochemical, fluorogenic H-Leu-NHMec substrate, 1536-well (AID 1619); recombinant M17LAP, H-Leu-NHMec fluorogenic kinetic assay; higher % means a stronger effect; one-dose inhibition, % at 30 µM; IC50 in µM for titrated hits; 0.38% of 220,000 active;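 active = compound inhibiting the enzyme by more than half at any dose during confirmatory dose-response retesting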;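 note: plate controls were full reaction with DMSO carrier for no effect and no enzyme background for full effect; strong numbers were not always called active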
Dynein transport – blocks dynein driven cargo transport along microtubules. 3617.4 mouse cells, GR-EGFP nuclear translocation imaging; test concentration mostly 20 µM; stimulated with dexamethasone, 1 µM; active compounds read low. z-score, hits read low. 0.47% of 220,000 active;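 active = plate z-score of nuclear minus cytoplasmic receptor signal below a set negative limit, without overly bright fluorescence or cell loss, cut at about -3.5 in these data, passing the limit was not always enough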;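 note: z-score of nuclear minus cytoplasmic ring GR-EGFP intensity difference per well; some compounds called inactive have numbers as strong as hits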
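medium = tetracycline-free induction medium containing charcoal-stripped FBS | also added = 1.0 µM final dexamethasone stimulus | schedule = 48 h induction, 1 h compound, 30 min dex at 37 °C | technique = fixed, Hoechst-stained cells imaged at 10x for EGFP | measure = GR-EGFP nuclear translocation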
Siah-1 displacement – Siah-1 peptide-binding antagonists, primary screen, biochemical, fluorescence polarization, rhodamine-plectin, uHTS (AID 1817). displacement, % at 20 µM; hits with a dose series show IC50 in µM. 0.02% of 290,000 active. Siah-1 / rhodamine-plectin peptide fluorescence polarization; higher % means a stronger effect;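 active = displacement of at least 50% at 20 µM, with a fluorescence ratio check between 0.3 and a set limit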;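 note: plate controls were Siah plus tracer with DMSO for no effect and tracer alone without Siah for full effect; strong numbers were not always called active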
LYP phosphatase – inhibitors of LYP phosphatase, biochemical, fluorescence intensity, uHTS (AID 1779); recombinant LYP phosphatase, fluorescence intensity; higher % means a stronger effect; inhibition, % at 11.5 µM; hits with a dose series show IC50 in µM; 0.054% of 290,000 active;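 note: plate controls were vehicle with enzyme for no effect and no enzyme for full effect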
Dynein transport cytoplasmic EGFP – recorded beside Dynein transport, whose call it bears; z-score; measured here: cytoplasmic GR-EGFP intensity; active compounds read high
Dynein transport nuclear GR-EGFP – further read-out of Dynein transport, marked with its call; z-score; measured here: nuclear GR-EGFP intensity;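 lower value marks the stronger effect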
Dynein transport cell count – second read-out of Dynein transport, no call of its own (marks repeat the call); z-score; measured here: cell count per field
An asterisk follows results filed as active; nt = no result given; & = joins results of further samples. Cut-off read from the data, not from the text of the source, unless noted: active = inhibition above about 50%; inactive = the rest.

human PMI inhibition	Dynein transport nuclear GR-EGFP	M1AAP inhibition	PMI inhibition	Dynein transport	P. falciparum M17LAP	Siah-1 displacement	Dynein transport cell count	AID2073	Dynein transport cytoplasmic EGFP	LYP phosphatase	XIAP displacement	SMILES
-0.4%	0.418	-10.3%	-6.0%	1.56	5.6%	8.6%	-0.26	-6.6%	-0.348	-3.9%	0.4%	COc1ccc(C2SCC(=O)N2c2c(C)n(C)n(-c3ccccc3)c2=O)c(OC)c1 (stereo unspecified)
21.7%	-0.0428	1.0%	11.7%	-0.297	14.3%	-1.4%	-0.818	-10.9%	-0.0671	-2.2%	-6.9%	Cc1c(NC(=S)NCc2ccc(F)cc2)cccc1[N+](=O)[O-]
5.8%	-0.0201	1.8%	8.5%	-0.366	-0.1%	2.9%	0.224	1.1%	-0.182	-11.2%	-0.3%	Nc1cc(=O)[nH]c(SCC(=O)NCC2CCCO2)n1 (stereo unspecified)
9.5%	-0.0574	-1.5%	0.6%	-0.0481	-1.7%	-4.5%	0.254	-0.4%	-0.252	-4.5%	-2.6%	Cc1cccc(/C(N)=N/OC(=O)c2ccco2)c1
8.2%	-0.703	11.6%	6.6%	-0.611	8.8%	4.3%	0.3	-23.5%	-0.205	-5.2%	-3.1%	S=C(NCc1ccccn1)Nc1ccc(Cl)cc1
8.3%	0.445	-4.2%	5.1%	0.597	-12.0%	-1.5%	0.254	-2.2%	-0.244	0.7%	-2.1%	CCC(C)NC(=O)COC(=O)c1cc([N+](=O)[O-])ccc1Sc1nc(C)cs1 (stereo unspecified)
3.5%	-0.423	9.5%	4.2%	-0.58	2.4%	-1.4%	0.918	5.3%	-0.297	-7.0%	-3.6%	Cc1n[nH]c(C)c1CCC(=O)N/N=C/C=C/c1ccccc1
-1.5%	0.124	14.6%	-3.2%	0.265	-10.8%	-1.2%	1.17	-0.8%	-0.258	-5.7%	-5.8%	CC(C)CNC(=O)c1cccc(C(=O)NCC(C)C)c1
30.0%	-0.0756	14.0%	54.6%*	-0.188	8.5%	22.5%	-0.522	0.5%	-0.203	-9.0%	-6.9%	Cc1noc(C)c1S(=O)(=O)N1CCC(C(=O)NCCCN2CC(C)CC(C)C2)CC1 (stereo unspecified)
nt	-0.23	7.1%	nt	-0.275	6.0%	4.9%	0.659	17.9%	-0.294	-9.0%	-2.2%	Nc1c(C(=O)N2CCOCC2)sc2nc3c(cc12)CCC3
1.6%	-0.573	1.9%	-1.1%	-0.818	3.1%	1.7%	0.256	3.3%	-0.165	5.7%	0.8%	CS(=O)(=O)N(Cc1ccc(Cl)cc1)c1ccc(C(=O)Nc2cccnc2)cc1
nt	-0.124	11.3%	nt	-0.524	3.2%	0.2%	-1.21	23.5%	-0.264	-9.9%	nt	CCCCCc1cc(=O)oc2c(C(CCN3CCCCC3)c3ccc4c(c3)OCO4)c(OC)cc(OC)c12 (stereo unspecified)
4.8%	0.244	-2.1%	2.9%	0.0903	11.2%	0.3%	-0.553	3.2%	-0.263	-1.8%	-4.8%	CCC1Oc2ccccc2N(CC(=O)Nc2ccc(OC)cc2OC)C1=O (stereo unspecified)
1.9%	0.361	11.6%	2.6%	-0.0289	11.0%	-2.2%	0.13	-3.6%	-0.236	-5.6%	-0.1%	O=C(CSc1ncnc2nc[nH]c12)c1ccc2ccccc2c1
3.8%	-0.0602	-1.8%	-14.6%	0.34	-12.6%	2.4%	-0.407	13.6%	-0.235	3.4%	-2.7%	CCn1nc(C(=O)OCC(=O)Nc2nc(-c3ccc(OC)cc3)cs2)c2ccccc2c1=O
1.6%	0.979	-1.3%	1.0%	1.32	0.4%	10.8%	-1.86	-5.3%	-0.0953	-4.4%	-3.7%	CCCC(C)NC(=O)CSc1nc(-c2ccccc2)cn1N (stereo unspecified)
-12.9%	-0.174	15.9%	5.7%	-0.286	3.5%	1.6%	0.639	-5.4%	-0.312	-1.7%	-0.5%	CCCCNC(=O)CS(=O)Cc1nc(-c2cccc(C)c2)oc1C (stereo unspecified)
1.8%	0.0932	-1.7%	0.0%	-0.137	-1.9%	3.2%	0.472	-10.2%	-0.206	-7.7%	-3.5%	N#CCCN(C(=O)COC(=O)c1ccc2c(c1)NC(=O)CS2)c1ccc2c(c1)OCCO2
6.8%	0.427	1.6%	11.2%	1.09	-4.1%	1.7%	-1.17	4.8%	0.309	27.0%	-2.5%	Cn1ncc(Br)c1C(=O)NC1C2CC3CC(C2)CC1C3 (stereo unspecified)
16.8%	0.142	4.5%	6.4%	0.936	7.0%	0.5%	-1.17	-5.4%	-0.194	-6.8%	2.6%	COc1ccc(OC)c(NC(=O)CSc2nnc(N)s2)c1
-7.0%	1.13	-0.7%	-11.2%	0.555	3.9%	5.2%	-0.643	19.2%	-0.24	-10.1%	-3.5%	CN(C)CCCCOc1ccccc1F
10.5%	0.703	7.0%	-0.2%	0.356	-7.7%	5.4%	1.08	2.7%	-0.211	-7.0%	0.1%	COc1ccccc1NC(=O)[C@H](COCc1ccccc1)NC(=O)OC(C)(C)C
-5.2%	-2.32	1.0%	-7.5%	-3.41	-1.9%	-0.3%	-1.95	19.2%	0.802	1.6%	-0.2%	Cc1cc(C(=O)c2ccc(Cl)cc2)c(NC(=O)CCl)s1
2.3%	-0.166	5.4%	3.9%	-0.0312	5.0%	-6.0%	-0.534	-12.2%	-0.261	-1.3%	-4.4%	CCOC(=O)N1CCN(Cc2cn[nH]c2-c2ccc(-c3ccccc3)cc2)CC1
11.0%	0.122	1.2%	10.0%	-0.476	-0.3%	3.9%	0.268	1.3%	-0.251	-7.4%	-5.4%	Nc1nc(-c2ccccc2)nn1S(=O)(=O)c1ccccc1
1.5%	-0.456&-0.196	2.3%&-0.1%	0.0%	-0.0947&-0.314	-0.1%&-4.3%	-2.0%&-3.4%	0.838&0.362	9.3%&0.2%	-0.283&-0.252	-1.1%&-9.5%	-5.1%	CN(CC(O)CN1CCOCC1)S(=O)(=O)O (stereo unspecified)
14.0%	-0.243	-19.9%	14.4%	-0.0377	45.2%	2.0%	0.192	2.5%	-0.231	-2.0%	-10.4%	Cc1ccc(Nc2nnc(SCC(=O)NCCN3C(=O)CSC3=O)s2)cc1
15.3%	-0.47	5.8%	10.5%	-0.722	-0.1%	-0.2%	0.894	7.3%	-0.305	-2.0%	-6.1%	Cc1ccc(NC(=O)COc2ccccc2C=O)cc1Cl
-1.2%	2.2	6.5%	4.3%	1.73	-6.0%	-2.3%	-2.01	1.8%	-0.169	-3.2%	-2.9%	Cc1ccccc1NC(=O)Nc1cc(S(N)(=O)=O)ccc1C
nt	-0.127	6.7%	nt	-0.33	14.1%	0.9%	0.308	3.2%	0.526	-5.3%	nt	Cc1ccc(NC(=O)NCCCl)cc1S(=O)(=O)N1CCOCC1

Gathered by group: those above containing two or more sulfur atoms.
human PMI inhibition	Dynein transport nuclear GR-EGFP	M1AAP inhibition	PMI inhibition	Dynein transport	P. falciparum M17LAP	Siah-1 displacement	Dynein transport cell count	AID2073	Dynein transport cytoplasmic EGFP	LYP phosphatase	XIAP displacement	SMILES
8.3%	0.445	-4.2%	5.1%	0.597	-12.0%	-1.5%	0.254	-2.2%	-0.244	0.7%	-2.1%	CCC(C)NC(=O)COC(=O)c1cc([N+](=O)[O-])ccc1Sc1nc(C)cs1 (stereo unspecified)
16.8%	0.142	4.5%	6.4%	0.936	7.0%	0.5%	-1.17	-5.4%	-0.194	-6.8%	2.6%	COc1ccc(OC)c(NC(=O)CSc2nnc(N)s2)c1
14.0%	-0.243	-19.9%	14.4%	-0.0377	45.2%	2.0%	0.192	2.5%	-0.231	-2.0%	-10.4%	Cc1ccc(Nc2nnc(SCC(=O)NCCN3C(=O)CSC3=O)s2)cc1

The list continues:
human PMI inhibition	Dynein transport nuclear GR-EGFP	M1AAP inhibition	PMI inhibition	Dynein transport	P. falciparum M17LAP	Siah-1 displacement	Dynein transport cell count	AID2073	Dynein transport cytoplasmic EGFP	LYP phosphatase	XIAP displacement	SMILES
6.8%	-0.324	0.9%	2.3%	-0.3	33.5%	3.0%	0.238	3.3%	-0.161	-0.4%	0.2%	CCc1nc(N[C@H](C(=O)O)C(C)CC)c2oc3ccccc3c2n1 (stereo partly specified)
nt	-0.15	7.4%	nt	0.317	-1.5%	-6.1%	-0.571	4.3%	-0.208	-2.0%	nt	Cc1nc(-c2nc(-c3c(C(=O)NNC(=O)Nc4ccccc4)noc3C)cs2)cs1
3.5%	-0.602	-4.4%	-5.6%	-0.343	16.4%	-3.0%	-0.251	3.3%	-0.254	-11.6%	0.5%	O=C(NC(Cc1ccccc1)C(=O)O)c1ccc(S(=O)(=O)N2CCOCC2)cc1 (stereo unspecified)
6.4%	-0.197	4.4%	-5.4%	0.199	-6.2%	-0.4%	-0.0235	-1.6%	-0.19	-3.0%	-2.5%	COc1ccc(N2CCN(C(=O)c3ccc(Oc4ccc(C(F)(F)F)cn4)cc3)CC2)cc1
3.6%	-0.191	-0.2%	1.1%	-0.535	-6.3%	-4.9%	0.0176	16.9%	-0.25	-7.8%	-3.9%	COc1ccc(-n2cc(CN3CCCC3)c(-c3cccc(F)c3)n2)cc1
-7.8%	0.175	3.0%	-0.2%	-0.275	8.4%	-5.4%	-0.429	-1.6%	0.585	3.2%	-1.6%	Cc1cnc(NC(=O)CN2C(=O)C3CC=CCC3C2=O)s1 (stereo unspecified)
2.4%	0.223	4.9%	2.5%	-0.166	-2.9%	-4.0%	-0.319	-8.4%	-0.202	-5.6%	-0.8%	Cc1nn(C)cc1CNC(=O)c1cc2n(n1)C(C(F)(F)F)CC(c1cccs1)N2 (stereo unspecified)
10.6%	0.00208	2.0%	10.7%	-0.402	-4.5%	5.2%	0.609	-13.7%	-0.214	-3.8%	-5.2%	COc1cccc(CN2CCC(C(=O)N3CCC(C)CC3)CC2)c1
8.8%	-0.0409	2.9%	4.1%	0.0474	3.2%	-6.0%	0.624	15.7%	-0.329	-7.2%	-7.7%	Cc1oc(-c2cccs2)nc1CN1CCN(Cc2ccc(F)c(F)c2)C(CCO)C1 (stereo unspecified)
-1.1%	0.0919	0.4%	-3.9%	0.707	-7.3%	-1.5%	0.54	-6.0%	0.0553	-7.1%	0.1%	O=C(/C=C/c1ccccc1)N1CCN(c2ccccn2)CC1
1.7%	-0.158	1.4%	1.2%	-0.16	-12.3%	4.0%	0.0865	-0.2%	-0.2	-8.3%	-3.2%	CCC(C)(C)NC(=O)CN(C(=O)CNS(=O)(=O)c1ccccc1)c1ccccc1
17.1%	0.571	8.3%	4.7%	0.759	6.1%	3.6%	-1.14	8.2%	-0.221	-6.8%	-4.4%	CCOC(=O)Cc1csc(NC(=S)NC(=O)c2ccccc2)n1
10.6%	0.238	1.9%	3.0%	0.451	-3.2%	-3.0%	0.539	18.4%	-0.263	-3.6%	-4.7%	Cc1ccc(/C=N/N2C(=O)c3ccccc3NC2c2ccc(C)cc2)cc1 (stereo unspecified)

Compound activity (PubChem BioAssay)
